M1 ag parental: counter-screen for M1 agonists: effect in parental CHO-K1 cells | Fluo-8 calcium fluorescence; scaled to maximal ATP response, vehicle zero | 360,000 compounds, 0.48% hits | AID 602248 | activation, % at 3 µM; in the data active means activation above about 15%;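 further: untransfected CHO-K1 host cells lacking M1 receptor as counterscreen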
M4 ag: agonists of human muscarinic M4 receptor (CHRM4); activation, % at 3 µM; 360,000 compounds, 0.14% hits; P08173; CHO-K1 hM4/Gqi5, Fluo-8 calcium fluorescence; vehicle 0%, full acetylcholine response 100%;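 active means activation above the run mean over all test wells plus 3 SD, cut at about 32% in these data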;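 further: peak over basal fluorescence ratio per well then scaled between controls; 0% = DMSO wells and 100% = acetylcholine at EC100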
Target sequence (P08173 whole entry, looked up): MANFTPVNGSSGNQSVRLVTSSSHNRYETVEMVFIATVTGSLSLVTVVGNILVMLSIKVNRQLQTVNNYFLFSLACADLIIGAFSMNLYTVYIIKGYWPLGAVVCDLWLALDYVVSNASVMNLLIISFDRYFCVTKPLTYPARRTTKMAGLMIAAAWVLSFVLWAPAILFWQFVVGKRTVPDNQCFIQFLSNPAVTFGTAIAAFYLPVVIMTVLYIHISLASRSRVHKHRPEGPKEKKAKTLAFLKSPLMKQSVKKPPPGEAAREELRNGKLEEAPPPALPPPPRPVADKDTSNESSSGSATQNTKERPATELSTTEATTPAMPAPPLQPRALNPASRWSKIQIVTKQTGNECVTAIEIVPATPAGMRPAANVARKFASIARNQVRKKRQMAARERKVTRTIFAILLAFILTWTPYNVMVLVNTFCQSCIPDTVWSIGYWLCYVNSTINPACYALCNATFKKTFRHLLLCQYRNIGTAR
CHRM5 PAM: potentiates acetylcholine response at human M5 receptor | CHO-K1 hM5, Fluo-8 calcium, ACh EC20 PAM; 0% = ACh EC20, 100% = ACh EC100 | activation, % at 3 µM | 360,000 compounds, 0.3% hits | AID 624038;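 active means activation above the run cutoff, the mean activation of all test compounds plus 3 SD, cut at about 18% in these data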
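Measured by: Fluo-8 calcium fluorescence; material: human M5 receptor in CHO-K1 cells; schedule: Post-acetylcholine fluorescence recording 140 s; benchmarks: low control EC20 acetylcholine (0%), high control EC100 acetylcholine (100%); read-out: Max/basal fluorescence ratio as % of EC20–EC100 ACh window; compound: single dose, 3 µM nominal final test concentration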
CHRM5 agonist: agonists of human muscarinic M5 receptor (CHRM5) | P08912 | CHO-K1 hM5 cells, Fluo-8 calcium fluorescence; 0% DMSO wells, 100% maximal acetylcholine response | activation, % at 3 µM | 360,000 compounds, 0.19% hits | AID 624037;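 active means activation above the run's mean over test compounds plus 3 SD, cut at about 23% in these data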;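 further: signal is peak over basal fluorescence ratio across the kinetic read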
M4 antag: antagonists of human muscarinic M4 receptor (CHRM4). CHO-hM4 cells, ACh EC80, Fluo-8 calcium fluorescence. 360,000 compounds, 0.73% hits. inhibition, % at 3 µM. P08173;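 active means inhibition above its plate's cutoff, the mean inhibition of sample wells plus 3 SD, cut at about 27% in these data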;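 further: 0% = acetylcholine EC80 with DMSO and 100% = DMSO without agonist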
M5 antag: CHRM5 antagonism in calcium assay; CHO-hM5 cells, Fluo-8 calcium fluorescence, ACh EC80; inhibition, % at 3 µM; 360,000 compounds, 0.59% hits; AID 624040;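 active means inhibition above a per-plate cutoff, the mean of that plate's test compounds plus 3 SD, cut at about 27% in these data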;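 further: 0% = acetylcholine EC80 with DMSO and 100% = DMSO without agonist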
M1 PAM parental: counter-screen for M1 PAMs: effect in parental CHO-K1 cells; activation, % at 3 µM; 360,000 compounds, 0.02% hits; ATP EC20, Fluo-8 calcium fluorescence; 0% at ATP EC20, 100% at ATP max;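 active means activation above the run cutoff, the mean activation of all test compounds plus 3 SD, cut at about 40% in these data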;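 further: peak over basal fluorescence ratio in a 140 s read after ATP addition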
M4 PAM: potentiates acetylcholine response at human M4 receptor; 360,000 compounds, 0.4% hits; activation, % at 3 µM; P08173; CHO-K1 hM4/Gqi5, Fluo-8 calcium fluorescence, ACh EC20; 0% = ACh EC20, 100% = maximal ACh;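 active means activation above its plate's cutoff, the mean activation of sample wells plus 3 SD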; further: some results filed as inactive read as strong as hits
CHO-K1 Ca antag: nonselective inhibitor or artifact in parental CHO-K1 cells. ATP-induced calcium, Fluo-8 fluorescence. inhibition, % at 3 µM. 360,000 compounds, 0.6% hits;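 active means inhibition above a per-plate cutoff, the plate's mean sample inhibition plus 3 SD, cut at about 24% in these data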;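 further: 0% = DMSO plus EC80 ATP and 100% = DMSO alone without ATP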
* = called active by the depositor. Rows were taken by chance. About 2.7% of those tested had a hit in this group.

Sample of the layout (14 entries):
SMILES	M1 ag parental	M4 ag	CHRM5 PAM	CHRM5 agonist	M4 antag	M5 antag	M1 PAM parental	M4 PAM	CHO-K1 Ca antag
CCOC(=O)C1CN(S(=O)(=O)c2cccs2)c2ccc(CC(=O)OC)cc2O1 (centres undefined)	0.7	2.2	2.1	-3.1	-4.1	9.0	4.5	0.4	-0.1
CCn1c(-c2ccncc2)n[nH]c1=S	0.9	0.4	2.3	-0.7	3.2	4.5	16.9	-0.8	-10.5
Cc1ccc(C(=O)Nc2cc(=O)n(C)c(=O)n2C)cc1C	0.5	-0.2	0.4	3.0	-7.4	3.5	6.5	3.3	-8.0
NC(=O)c1ccc[n+](CC(=O)Nc2ccccc2C(=O)O)c1	0.0	1.4	-3.6	-2.3	4.0	6.9	-30.9	-0.9	10.6
CS(=O)(=O)N1CCN(c2nc(-c3ccccc3)cs2)CC1	2.1	3.1	1.5	2.2	4.5	-6.0	25.0	-0.9	-16.3
Cc1ccc(CN2CCN(Cc3ccc4cc(F)ccc4n3)CC2CCO)o1 (centres undefined)	2.3	0.7	4.5	1.0	1.8	-7.0	14.3	-2.0	-7.7
Cc1ccsc1/C=C1/SC(=O)N(CC(=O)N2CCCC2)C1=O	0.7	3.0	-7.2	-1.0	-10.2	4.0	-4.5	0.2	-6.4
CCOC(=O)c1c(NC(=O)Cc2cccs2)sc(C(=O)N2CCCCC2)c1C	0.0	0.9	8.7	-1.1	-13.4	-2.0	15.6	8.7	-3.1
Cc1[nH]c2ccc(F)cc2c1CCN(Cc1ccncc1)C(=S)Nc1ccccc1	0.7	4.9	-11.2	-3.2	-12.0	8.0	-6.3	-5.1	0.1
CC(C)C(OC(=O)C1=Cc2ccccc2OC1)C(=O)NCC1CCCO1 (centres undefined)	-0.2	0.9	5.1	6.1	7.2	-0.5	15.2	14.1	-15.9
N#C/C(=C\c1ccc(N2CCCCC2)o1)C(N)=O	6.9	2.7	-5.8	10.5	5.4	5.8	7.1	-6.5	6.9
COc1ccc([C@H]2CC(=O)C=C(c3cccc(OC)c3)C2)cc1	-0.4	0.6	-8.9	-5.3	6.2	12.2	-6.7	-11.5	-2.5
O=C(COC(=O)C1CC2C=CC1C2)Nc1ccccc1[N+](=O)[O-] (centres undefined)	0.7	2.5	-9.2	6.7	-5.2	2.0	8.2	3.4	-9.1
Cn1c(=O)oc2cc(S(=O)(=O)N3CCCC(C(=O)N4CCc5ccccc5C4)C3)ccc21 (centres undefined)	3.9	5.7	-2.9	1.8	-3.6	-2.6	11.7	-1.8	-2.2

The list itself (from the top)
SMILES	M1 ag parental	M4 ag	CHRM5 PAM	CHRM5 agonist	M4 antag	M5 antag	M1 PAM parental	M4 PAM	CHO-K1 Ca antag
CCOC(=O)C1CN(S(=O)(=O)c2cccs2)c2ccc(CC(=O)OC)cc2O1 (centres undefined)	0.7	2.2	2.1	-3.1	-4.1	9.0	4.5	0.4	-0.1
CCn1c(-c2ccncc2)n[nH]c1=S	0.9	0.4	2.3	-0.7	3.2	4.5	16.9	-0.8	-10.5
Cc1ccc(C(=O)Nc2cc(=O)n(C)c(=O)n2C)cc1C	0.5	-0.2	0.4	3.0	-7.4	3.5	6.5	3.3	-8.0
NC(=O)c1ccc[n+](CC(=O)Nc2ccccc2C(=O)O)c1	0.0	1.4	-3.6	-2.3	4.0	6.9	-30.9	-0.9	10.6
CS(=O)(=O)N1CCN(c2nc(-c3ccccc3)cs2)CC1	2.1	3.1	1.5	2.2	4.5	-6.0	25.0	-0.9	-16.3
Cc1ccc(CN2CCN(Cc3ccc4cc(F)ccc4n3)CC2CCO)o1 (centres undefined)	2.3	0.7	4.5	1.0	1.8	-7.0	14.3	-2.0	-7.7
Cc1ccsc1/C=C1/SC(=O)N(CC(=O)N2CCCC2)C1=O	0.7	3.0	-7.2	-1.0	-10.2	4.0	-4.5	0.2	-6.4
CCOC(=O)c1c(NC(=O)Cc2cccs2)sc(C(=O)N2CCCCC2)c1C	0.0	0.9	8.7	-1.1	-13.4	-2.0	15.6	8.7	-3.1
Cc1[nH]c2ccc(F)cc2c1CCN(Cc1ccncc1)C(=S)Nc1ccccc1	0.7	4.9	-11.2	-3.2	-12.0	8.0	-6.3	-5.1	0.1
CC(C)C(OC(=O)C1=Cc2ccccc2OC1)C(=O)NCC1CCCO1 (centres undefined)	-0.2	0.9	5.1	6.1	7.2	-0.5	15.2	14.1	-15.9
N#C/C(=C\c1ccc(N2CCCCC2)o1)C(N)=O	6.9	2.7	-5.8	10.5	5.4	5.8	7.1	-6.5	6.9
COc1ccc([C@H]2CC(=O)C=C(c3cccc(OC)c3)C2)cc1	-0.4	0.6	-8.9	-5.3	6.2	12.2	-6.7	-11.5	-2.5
O=C(COC(=O)C1CC2C=CC1C2)Nc1ccccc1[N+](=O)[O-] (centres undefined)	0.7	2.5	-9.2	6.7	-5.2	2.0	8.2	3.4	-9.1
Cn1c(=O)oc2cc(S(=O)(=O)N3CCCC(C(=O)N4CCc5ccccc5C4)C3)ccc21 (centres undefined)	3.9	5.7	-2.9	1.8	-3.6	-2.6	11.7	-1.8	-2.2
Cc1[nH]n(-c2ccccc2)c(=O)c1/C=N/N1C(=O)c2cccc3cccc(c23)C1=O	0.1	2.4	-1.9	-1.1	2.6	-1.2	-5.3	-6.8	5.2
CCOc1ccc(CCNC(=O)C2CCCN(S(=O)(=O)N3CC(C)CC(C)C3)C2)cc1OCC (centres undefined)	-0.3	0.3	-3.8	-4.9	2.6	7.9	-5.8	-3.8	0.4
O=C(c1ccccc1F)N1CCN(c2ccccc2F)CC1	0.6	0.8	2.6	1.2	-11.6	-6.2	6.8	8.7	-1.5
CCN(CC(=O)Nc1ccc(NC(C)=O)cc1)C(=O)/C=C/c1ccco1	0.5	1.9	9.5	0.4	-4.7	-2.3	2.6	5.5	1.6
C[C@H]1CN([C@@H](C)CO)C(=O)c2cccc(NC(=O)c3ccc(-c4nccs4)cc3)c2O[C@@H]1CN(C)C(=O)Nc1cccc2ccccc12	0.9	6.5	0.0	-6.4	-4.3	7.5	-11.7	-1.6	-5.6
COc1ccc(Cl)cc1N1C(=O)C2CCCN2C1c1ccc(F)cc1 (centres undefined)	0.2	-0.9	-0.3	-2.9	-7.4	-1.2	14.3	-4.1	-10.8
C/C(=N\OC(=O)c1cccc(Cl)c1)c1sc(C)nc1C	0.3	0.6	-4.6	-5.0	-3.1	-13.8	16.7	-2.4	-12.3
COc1ccc(C(=O)Nc2ccc(F)cc2F)cc1	1.4	-0.3	-2.5	-0.3	6.8	8.0	11.9	0.6	-7.4
CN(C1CCCCC1)S(=O)(=O)c1cn(C)c(=O)n(C)c1=O	0.1	0.4	3.1	2.3	9.2	3.6	2.4	-2.3	0.1
CC(C)CCNC(=O)Cc1ccc(Nc2nc(=S)[nH]c3ccccc23)cc1	0.4	3.5	-7.3	-4.5	6.2	14.1	3.0	-3.2	-5.2
O=C(CN1C(=O)C2CC=CCC2C1=O)Nc1ccc(F)c(Cl)c1 (centres undefined)	3.1	3.5	2.9	6.5	-8.0	6.0	35.8	3.4	-0.7
O=C(CSCc1ccccc1Cl)NNC(=S)Nc1ccccc1	6.3	10.6	-13.3	0.3	-13.5	2.5	5.9	4.6	-16.6
O=C(CCCN1C(=O)/C(=C\c2ccco2)SC1=S)Nc1cccc2ccccc12	7.2	0.8	-3.7	-2.5	1.8	2.5	29.9	-3.2	-9.8
